# Bioassay records: PubChem BioAssay, several laboratories
# KCC2 mod: modulates chloride dependent transport by human KCC2; 190,000 tested, 2.2% active; AID 1456; KCC2 cells, thallium flux FluoZin-2 fluorescence; Q9H2X9; B-score of Tl+ flux slope (higher = more flux/activation; lower = inhibition) at 10 µM;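 active = thallium flux slope and its plate-corrected score both differing from the plate sample mean at a set confidence after two filtering rounds, in either direction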;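 note: slope of fluorescence scaled to starting intensity during 10 to 20 s after thallium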
# FXIa inh: inhibitors of human coagulation factor XIa. inhibition, % at 5 µM. purified FXIa, Boc-Glu-Ala-Arg-AMC fluorogenic substrate. 220,000 tested, 0.14% active. P03951;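 active = inhibition of at least 40%; inactive = inhibition below 40%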;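 note: fluorescence of freed AMC excited at 355 nm; 0% = enzyme without compound and 100% = no enzyme blank; many of its hits are not listed in these tables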
# Rad51 HR inh: Rad51 (human) homologous recombination inhibition; Q06609; hRad51 DNA strand exchange, fluorescence dequenching; inhibition, % at 10 µM; 200,000 tested, 0.085% active; AID 1385;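 active = inhibition above 40% at the single screening dose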;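 note: 0% = DMSO control wells and 100% = blanks with heterologous ssDNA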
#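 material = hRad51 filaments on single-stranded DNA | timing = filaments 15 min 37 °C, then compound 30 min | signal = FRET fluorescence dequenching, excitation 485 nm, emission 520 nm | benchmarks = control wells and blank wells on each plate | evaluation = percent inhibition relative to plate controls and blanks | compound = 10 µM final, single point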
# Hck-Nef inh: human Hck-Nef kinase inhibition; AID 463187; 220,000 tested, 0.68% active; inhibition, % at 20 µM; P08631; Recombinant Hck-YEEI plus Nef, Z-Lyte FRET kinase assay;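 active = Hck-Nef kinase inhibition above about 50%, limit read from the data; inactive = inhibition below that limit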;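 note: 0% = DMSO with Hck plus Nef and 100% = Hck alone without Nef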
# thrombin 1536: thrombin (human) inhibition | P00734 | alpha-thrombin, Boc-VPR-AMC fluorogenic substrate cleavage | inhibition, % at 5 µM | 220,000 tested, 0.26% active;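 active = inhibition at or above 40%; inactive = inhibition below 40%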;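 note: 0% = enzyme with no compound and 100% = wells without enzyme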
#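 Material: Human alpha-thrombin protein | Buffer or medium: pH 7.5 Tris-saline with Tween 20 | Reagent: Boc-VPR-AMC substrate, 15 µM final | Schedule: Reaction at ambient temperature | Detection: AMC fluorescence at 355 nm excitation and 460 nm emission | Evaluation: Percent inhibition scaled between no-compound controls and no-enzyme blanks | Controls: no-compound enzyme wells and no-enzyme blanks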
# L929 necroptosis: blocks zVAD induced death of L929 cells | L929 zVAD necroptosis rescue, ATP luminescence, 24 h; with zVAD 60 µM | viability rescue, % at 10 µM | 220,000 tested, 0.38% active;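 active = activation, scaled between plate controls, above about 75%, limit read from the data; inactive = activation under that limit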;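 note: 0% = zVAD with DMSO and 100% = DMSO alone without zVAD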
# FXIIa inh: factor XIIa (human) inhibition; P00748; purified FXIIa, Boc-QGR-AMC fluorogenic substrate, 2 h; inhibition, % at 5 µM; 220,000 tested, 0.3% active; AID 800; in the data active = inhibition above about 40%;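 note: 0% = enzyme with no compound and 100% = blank without enzyme; many of its hits are not listed in these tables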
# Target sequence (P00748 20-372 limits assumed): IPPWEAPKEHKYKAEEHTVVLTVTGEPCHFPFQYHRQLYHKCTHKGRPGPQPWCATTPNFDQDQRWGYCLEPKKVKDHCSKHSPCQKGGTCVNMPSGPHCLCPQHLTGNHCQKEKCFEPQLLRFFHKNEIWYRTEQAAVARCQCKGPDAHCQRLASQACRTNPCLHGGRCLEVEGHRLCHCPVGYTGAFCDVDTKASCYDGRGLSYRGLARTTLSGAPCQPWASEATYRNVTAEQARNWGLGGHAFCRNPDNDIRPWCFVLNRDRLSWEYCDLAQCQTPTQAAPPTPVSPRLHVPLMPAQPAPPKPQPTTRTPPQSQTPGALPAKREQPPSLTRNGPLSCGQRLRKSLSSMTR
# Target sequence (P00748 373-615 limits assumed): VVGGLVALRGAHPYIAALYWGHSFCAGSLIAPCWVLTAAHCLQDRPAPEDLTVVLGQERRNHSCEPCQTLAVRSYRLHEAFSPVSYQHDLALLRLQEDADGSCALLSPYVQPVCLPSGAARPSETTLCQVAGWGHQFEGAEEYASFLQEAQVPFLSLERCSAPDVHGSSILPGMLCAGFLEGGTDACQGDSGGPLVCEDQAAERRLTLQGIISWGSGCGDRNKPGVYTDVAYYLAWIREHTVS
# hK5 inh: blocks human kallikrein 5 protease activity; Q9Y337; 210,000 tested, 0.59% active; recombinant hK5, fluorogenic AMC substrate cleavage; inhibition, % at 5 µM;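 active = inhibition of 40% or more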;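 note: 0% = enzyme controls without compound and 100% = no-enzyme blanks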
# Target sequence (Q9Y337 67-293 limits assumed): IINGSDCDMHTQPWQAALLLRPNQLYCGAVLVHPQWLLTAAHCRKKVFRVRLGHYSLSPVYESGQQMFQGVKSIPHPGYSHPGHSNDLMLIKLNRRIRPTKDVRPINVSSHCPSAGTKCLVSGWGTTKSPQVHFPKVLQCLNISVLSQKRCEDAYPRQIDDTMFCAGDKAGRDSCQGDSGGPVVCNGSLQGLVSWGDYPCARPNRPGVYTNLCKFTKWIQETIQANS
# TNF death inh: blocks TNF-alpha induced death of Jurkat FADD-/- cells; Jurkat FADD-/- TNF necroptosis rescue, ATP luminescence, 24 h; 0 = TNF only, 100 = no-TNF cells; activation (protection from cell death), % at 10 µM; 220,000 tested, 0.068% active;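 active = activation, meaning protection from cell death, of at least 50% relative to plate controls; inactive = activation below 50%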;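 note: necroptosis triggered by 40 ng/mL TNF-alpha added together with compound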
# * marks the source's active call; other numbers are inactive results; . = no result given; + = active, no number. This is a subset (hit frequency here may not be typical).
SMILES,KCC2 mod,FXIa inh,Rad51 HR inh,Hck-Nef inh,thrombin 1536,L929 necroptosis,FXIIa inh,hK5 inh,TNF death inh
O=C(CSc1ccccc1Cl)c1ccco1,-1.1,-4,-7,0,-3,-0.3,6,-7,0.6
CCCC1(C(=O)OCC)NC(c2ccc(N(C)C)cc2)C2C(=O)N(c3ccccc3)C(=O)C21 (stereo not drawn),0.44,3,-3,0,-2,0.0,12,1,-0.7
Cc1ccc(CN2CCc3c(OCc4ccc(F)cc4)cccc3C2=O)cc1,-1.5,8,7,1,-4,-0.2,11,13,-3.1
Fc1cccc(Oc2nc3ccccc3n3cccc23)c1,-0.11,-2,-3,-1,-3,0.3,-2,16,-1.8
CCOC(=O)CSc1nc(N)nc(C)c1Br,0.39,5,-3,-9,-2,1.5,12,-6,2.2
Cc1onc(-c2ccccc2Cl)c1C(=O)N1CC(C)OC(C)C1 (stereo not drawn),.,6,4,-1,1,0.4,12,7,-1.1
CC(=O)OC1=Cc2c(ccc3ccc(=O)oc23)OC1(C)C,0.0041,22,0,5,2,-0.1,24,-62,-0.8
CNC(=O)COC(=O)c1[nH]c(C)c(C(C)=O)c1C,0.69,3,-3,-2,-6,0.1,12,1,0.3
CCOc1ccc(C2=Nn3cnnc3SC2)cc1,1.4,-5,-1,3,-9,-0.2,0,-20,0.7
C/C(=N/O)c1c(O)c(C)c(-c2ccccc2)n(-c2ccccc2)c1=O,-0.28,1,.,2,-1,0.3,6,-6,0.4
COc1cccc(NC(=S)NN=C2CCC(C(C)(C)C)CC2)c1 (stereo not drawn),4.9*,-4,9,24,-12,0.6,5,-6,0.9
CCOc1cc(S(=O)(=O)Nc2ccc(CC)cc2)ccc1Cl,0.26,6,23,-1,2,-0.7,13,-9,1.8
Cc1ccc(NC(=O)COC(=O)[C@H](C)NC(N)=O)c(C)c1,-0.12,-2,3,9,-3,1.9,6,0,-0.1
O=C(Cc1c(Cl)cccc1Cl)Nc1cccc(S(=O)(=O)N2CCOCC2)c1,0.25,4,6,-15,-1,1.9,-6,-28,2.4
Clc1ccc(Cl)c(-c2nn3c(COc4ccccc4)nnc3s2)c1,0.83,8,-5,-12,0,0.7,4,-10,-1.3
CCOC(=O)C1=C2SCCN2C(=O)C(C#N)C1(C)C (stereo not drawn),0.055,1,9,3,2,0.7,5,-13,1.0
COc1ccc(C2c3c(oc4ccccc4c3=O)C(=O)N2Cc2ccncc2)cc1 (stereo not drawn),0.047,-3,7,0,-2,0.0,4,-29,-1.3
CCOc1ccc2nc(NC(=O)Nc3cccs3)sc2c1,-0.24,-1,0,-2,-2,.,8,-15,0.9
c1ccc(CN(Cc2ccccc2)c2ncnc3c2nnn3Cc2ccccc2)cc1,1.4,2,7,3,-8,-0.3,3,-8,0.1
O=C(NCCCn1ccnc1)c1csc2ccccc12,0.33,2,-1,-5,-3,-1.0,-8,-12,-0.3

# Rewritten with two lines to a compound: entries from further up
# Results follow in this order: KCC2 mod	FXIa inh	Rad51 HR inh	Hck-Nef inh	thrombin 1536	L929 necroptosis	FXIIa inh	hK5 inh	TNF death inh
> CCOC(=O)C1=C2SCCN2C(=O)C(C#N)C1(C)C (stereo not drawn)
→ 0.055	1	9	3	2	0.7	5	-13	1.0
> COc1ccc(C2c3c(oc4ccccc4c3=O)C(=O)N2Cc2ccncc2)cc1 (stereo not drawn)
→ 0.047	-3	7	0	-2	0.0	4	-29	-1.3
> CCOc1ccc2nc(NC(=O)Nc3cccs3)sc2c1
→ -0.24	-1	0	-2	-2	.	8	-15	0.9
> c1ccc(CN(Cc2ccccc2)c2ncnc3c2nnn3Cc2ccccc2)cc1
→ 1.4	2	7	3	-8	-0.3	3	-8	0.1

# Further entries.
SMILES,KCC2 mod,FXIa inh,Rad51 HR inh,Hck-Nef inh,thrombin 1536,L929 necroptosis,FXIIa inh,hK5 inh,TNF death inh
COc1cc(OC)cc(C(=O)N2CCN(Cc3ccccc3[N+](=O)[O-])CC2)c1,-0.014,0,8,5,-3,0.2,5,-1,2.6
CN(C)/C=N/c1ncc(C(=O)c2ccc(Cl)cc2)s1,0.23,5,-4,8,8,-0.1,5,1,-2.4
Cc1ccc(N=c2sc(C)c(C)n2C)cc1,-0.64,0,.,3,-4,1.4,2,-11,0.3
CC(C)CCSc1nc2c(c(=O)[nH]c(=O)n2C)n1CCc1ccccc1,-0.44,2,-10,18,0,0.2,19,4,-1.0
COc1cccc(/C=N/n2c(-c3cc(C)[nH]n3)n[nH]c2=S)c1OC,0.38,2,5,7,0,0.9,3,2,1.0
Cc1cc(C)cc(N(CC(=O)Nc2ccccc2)C2=NC3CS(=O)(=O)CC3S2)c1 (stereo not drawn),0.035,0,-8,28,-2,-0.7,-5,-2,-2.3
CC(C)(C)NC(=O)Cn1c(SCC(=O)NCc2cccs2)nc2ccccc21,-1.2,-2,-3,0,4,0.0,15,1,-0.5
O=S(=O)(N1CCCCC1)N1CCN(CC(O)COc2ccc3cc(Br)ccc3c2)CC1 (stereo not drawn),0.29,3,4,-1,3,-0.2,13,-5,-0.7
CCOc1ccc(-c2cc(CCCC(=O)NCCc3ccccc3)no2)cc1,-2,-3,-7,-18,21,-0.5,-4,-14,0.0
O=C1CC(N2CCC(Cc3ccccc3)CC2)C(=O)N1CCc1ccccc1 (stereo not drawn),-1.6,-10,-6,-1,0,0.6,9,1,0.9
O=C(CN1CCN(Cc2ccccc2Cl)C1=O)NC1CCCCCCC1,.,0,-5,2,-3,0.1,10,0,-1.6
O=C(Cn1cc[n+](Cc2ccccc2)c1)c1ccc([N+](=O)[O-])cc1,-0.79,8,1,14,-9,-1.4,11,3,-3.7
Cc1ccc(N2C(=O)NC(NC(=O)c3ccc(Cl)cc3)(C(F)(F)F)C2=O)cc1 (stereo not drawn),0.00058,3,-3,0,-2,1.3,11,-21,1.4
CCN(CC)CCC(=O)NN,0.73,5,5,21,-7,0.3,4,-7,0.4
CCCC(=O)Nc1ccc(C(=O)N/N=C2\CC(=O)CC(C)(C)C2)cc1,-0.58,5,-7,-20,-5,-0.4,16,2,0.0
CC(C)C(NC(=O)OCc1ccccc1)C(=O)OCC(=O)NCc1ccco1 (stereo not drawn),-0.19,17,1,0,-5,0.0,16,-34,-0.9
Cc1cccc(/C=C(\C(=O)C(=O)O)c2ccc3ccccc3n2)c1,0.77,-3,-24,40,-5,3.0,7,-1,-0.1
COc1ccc(-n2nc([N+](=O)[O-])c(=NCc3cccnc3)n2O)cc1,-0.48,3,3,9,-12,1.0,12,-17,0.8
CCCn1c(=O)c2ccccc2n2c(SCC(=O)c3ccccc3)nnc12,.,-12,-1,0,-7,0.2,-2,-3,-0.4
NC(=O)Cc1nc(-c2ccc([N+](=O)[O-])cc2)cs1,-0.83,-4,5,18,-3,3.8,4,-4,0.8
Cc1ccc(NC(=O)CN2C(=O)NC(Cc3ccccc3)C2=O)cc1 (stereo not drawn),.,.,7,0,.,1.1,.,.,-0.1
COc1ccc(CCNS(=O)(=O)c2cc(/C=C/C(=O)O)ccc2C)cc1OC,0.086,9,1,20,-3,2.1,9,0,-0.6
O=C(NC1CCCCCC1)c1cc(S(=O)(=O)N2CCC3(CC2)OCCO3)ccc1F,.,4,-2,11,-4,-1.4,32,5,-0.7
C[C@H](NC(N)=O)C(=O)OCC(=O)Nc1ccc(OC(F)F)cc1,-0.62,-2,0,1,-4,1.0,9,3,-0.5
CCCCNC(=O)c1ccc(CS(=O)(=O)c2ccc(OC)cc2)o1,-0.14,19,-2,1,-5,2.0,24,-17,1.2
CC(=O)Nc1ccccc1NC(=O)c1ccc(C)c(C)c1,.,3,.,6,0,0.2,6,2,-0.5
CC(=NCCCn1ccnc1)C1=C(O)c2ccccc2C1=O,0.18,-5,-6,0,-1,0.4,-1,-9,-1.3
CC1CCC/C(=N\NC(=O)Nc2ccccc2)C1 (stereo not drawn),-0.12,-3,10,1,-13,0.8,2,3,3.3
O=C(COC(=O)c1sc2ccccc2c1Cl)Nc1ncc(Cl)cc1Cl,-0.33,11,.,4,-1,.,17,-1,2.3
CCCc1cc(=O)oc2c(CN(CC)CC)c(O)c(Cl)cc12,-0.51,-39,-5,+,-55,-0.1,-68,-39,2.8
COc1ccc(C(C)=O)cc1COc1ccc(F)cc1,0.068,-7,12,-12,-1,2.6,-10,-27,-0.3
CC(=O)Cc1nsc(NC(=O)c2ccc(-c3ccc(Cl)c(Cl)c3)o2)n1,-1.4,-1,3,-5,-17,2.6,-3,-4,2.9
COc1ccc(S(=O)(=O)Nc2ccc3oc(C)c(C(=O)O)c3c2)cc1,-0.28,-1,4,14,-5,3.1,7,-6,2.7
COc1ccc(C(=O)Nc2cc(C(C)=O)c(C)oc2=O)cc1,0.78,-5,-7,31,-7,1.1,2,-14,-0.6
CC(C)[C@H](NC(=O)c1ccco1)C(=O)OCC(=O)Nc1ccc(F)cc1,-0.077,-1,-5,-35,-2,-1.4,7,4,0.7
O=C(NCc1cccnc1)c1csc2c1CCCC2,0.16,6,5,4,-8,1.6,2,-11,8.3
O=C(O)C1C2C=CC(C2)C1C(=O)N1CCOCC1 (stereo not drawn),-0.097,-6,-5,-1,-15,1.9,-9,-7,0.1
COC(=O)Nc1ccc(S(=O)(=O)N2CCCCCC2)cc1,1.7,5,-4,4,0,-1.0,16,18,0.8
O=C(CC1C(=O)NC2CCCCC2N1C(=O)c1ccc(F)cc1)Nc1ccccc1 (stereo not drawn),.,-6,7,-20,0,-0.4,5,9,0.5
CCN(CCNC(=O)Cn1c(=O)sc2ccccc21)c1ccccc1,-1.1,4,3,1,-1,0.1,15,-8,0.1
COc1ccc(C2CC(c3ccccc3)=NN2C(=O)COC(=O)c2cccc(S(=O)(=O)N3CCOCC3)c2)cc1 (stereo not drawn),-0.41,5,-4,1,1,0.5,13,-3,3.7
O=c1cc(CSc2nnnn2-c2ccccc2)nc(Nc2ccc(F)cc2)[nH]1,1.2,-5,1,2,0,-0.2,6,-4,0.8
O=C(NCc1ccc(N2CCCC2=O)cc1)NC1CCCCC1,.,-17,.,8,-1,-0.5,4,-8,-1.2
O=C(Nc1cnn(Cc2ccc(Cl)cc2)c1)c1cnccn1,1.3,-8,.,3,-8,0.4,-11,2,0.7
COc1ccc(C(=O)N2CCC(C(=O)Nc3ccccc3C)CC2)cc1OC,0.34,-2,0,18,-4,1.6,8,-4,1.0
O=C(Nc1ccc2c(c1)OCCO2)c1cccc(S(=O)(=O)N2CCCCC2)c1,0.44,-7,122*,9,1,0.5,12,-29,-0.5
Nc1nc(=S)c2ncn(C3CCCC3)c2[nH]1,1.2,2,19,11,-1,0.8,7,0,0.8
O=C(NCc1ccc2c3c(cccc13)C(=O)N2)c1cccs1,0.11,57*,1,-3,8,-0.4,42*,56*,-0.3
Cc1ccc(N(CCCCN2C(=O)c3ccccc3C2=O)C(=O)c2ccc(Cl)s2)cc1,-1.4,6,-9,0,5,-0.1,5,0,0.8
COc1ccc(-c2nnc(SCC(=O)N(Cc3ccccc3)C(C)(C)C)o2)cc1OC,.,-8,-2,1,-1,-0.1,1,-6,-10
O=C(COC(=O)Cc1c[nH]c2ccccc12)Nc1ccccc1,-0.72,11,7,-4,-1,0.3,12,-6,2.2
Cc1nn2c3ccccc3n(CCN3CCCCC3)c2nc1=O,-0.076,9,3,10,4,0.5,13,-2,1.0
